High-throughput results from PubChem BioAssay.
M18AAP inhibitor – blocks P. falciparum M18 aspartyl aminopeptidase. recombinant PfM18AAP, H-Glu-NHMec fluorogenic cleavage. inhibition, % at 7.35 µM. 1.2% of 290,000 active;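 active = inhibition above the campaign mean inhibition over all tested compounds plus 3 SD, cut at about 28% in these data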;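 also: 0% = plate median of test compound wells and 100% = 2 mM ZnCl2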
V1R ag counter – counter-screen for oxytocin receptor agonists: human V1a receptor agonists. CHO-V1R cells, Fluo-8 calcium fluorescence, agonist mode; 0% DMSO, 100% 3 nM vasopressin. activation, % at 3 µM. 0.25% of 320,000 active. AID 2797;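 active = activation above the mean activation of all tested compounds plus 3 SD, per screening run, cut at about 20% in these data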;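 also: signal is peak over basal fluorescence ratio across a 100 second FLIPR read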
Target sequence (P37288 whole entry, looked up): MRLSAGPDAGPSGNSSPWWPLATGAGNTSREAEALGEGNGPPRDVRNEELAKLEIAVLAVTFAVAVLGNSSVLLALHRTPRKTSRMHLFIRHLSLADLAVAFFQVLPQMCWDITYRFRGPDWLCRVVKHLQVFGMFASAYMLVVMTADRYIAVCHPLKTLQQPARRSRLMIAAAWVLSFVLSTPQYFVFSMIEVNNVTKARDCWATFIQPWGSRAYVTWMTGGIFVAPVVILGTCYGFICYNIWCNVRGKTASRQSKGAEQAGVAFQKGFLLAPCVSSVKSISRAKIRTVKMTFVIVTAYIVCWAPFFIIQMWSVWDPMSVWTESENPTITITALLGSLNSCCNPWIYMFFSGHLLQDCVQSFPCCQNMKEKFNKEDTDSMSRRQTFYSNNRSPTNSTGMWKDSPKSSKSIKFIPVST
OXTR ag – human OXTR agonism | AID 2435 | CHO-OTR cells, Fluo-8 calcium fluorescence; normalized: DMSO 0%, oxytocin 100% | activation, % at 3 µM | P30559 | 0.32% of 320,000 active;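 active = activation above the mean of all tested compounds plus 3 SD, cutoff set per screening run, cut at about 20% in these data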;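 also: peak over basal fluorescence ratio from a 100 s FLIPR kinetic read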
MEKK2mut PB1 HTS – signal of MEK5 binding to mutant human MEKK2 PB1 domain | bead flow cytometry, Alexa488-MEK5 binding to MEKK2 mutant | percent response, % at 10 µM | 0.35% of 290,000 active | AID 1530; in the data active = percent response above about 24%, passing the limit was not always enough; also: inactives centre near 1; some results filed as inactive read as strong as hits
GPR7 antag – antagonists of human GPR7 (neuropeptides B/W receptor 1) | GPR7-expressing cells, fluorescence antagonist assay | 1.1% of 290,000 active | inhibition, % at 4.4 µM | P48145; in the data active = inhibition above about 16%, passing the limit was not always enough;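 also: cells stimulated with the agonist NPW; 0% = agonist with vehicle and 100% = vehicle without agonist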
Target sequence (P48145 whole entry, looked up): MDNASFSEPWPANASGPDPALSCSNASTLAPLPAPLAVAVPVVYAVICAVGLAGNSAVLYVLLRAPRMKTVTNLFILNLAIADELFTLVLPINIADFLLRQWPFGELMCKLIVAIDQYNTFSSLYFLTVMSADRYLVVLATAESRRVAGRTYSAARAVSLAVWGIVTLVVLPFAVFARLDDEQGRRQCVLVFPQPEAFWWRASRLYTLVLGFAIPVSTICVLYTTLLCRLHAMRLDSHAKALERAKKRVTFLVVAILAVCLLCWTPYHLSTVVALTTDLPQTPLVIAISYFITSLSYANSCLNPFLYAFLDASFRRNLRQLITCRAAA
OXTR potentiator – potentiators of human oxytocin receptor; P30559; 0.061% of 320,000 active; activation, % at 3 µM; CHO-OTR cells, Fluo-8 calcium fluorescence, potentiator mode; 0% = oxytocin EC15, 100% = EC100;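 active = activation above that plate's cutoff, the mean activation of tested compounds plus 3 SD, cut at about 6.6% in these data, passing the limit was not always enough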;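 also: 100% uses oxytocin at 75 nM as the full agonist control; some results filed as inactive read as strong as hits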
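Dosing: Single dose, 3.0 µM nominal final compound concentration | Material: Human OTR in CHO cells | Technique: Kinetic Fluo-8 calcium fluorescence | Benchmarks: EC15 oxytocin alone as 0%, 75 nM oxytocin as 100% | Probe or stimulus: Oxytocin at about EC15, sub-maximal agonist stimulus | Incubation: Compound 6 min at room temperature before oxytocin, 100 s read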
MEKK2 WT-MEK5 – raises or lowers MEK5 binding to wildtype human MEKK2 PB1 domain; bead flow cytometry, Alexa488-MEK5 binding to MEKK2 WT; actives lie on both sides; Q9Y2U5; binding response (% of control), % at 10 µM; 1.1% of 290,000 active; AID 1531; in the data active = binding response below about 67% or above about 130%
GalR3 antagonist – antagonists of human GalR3 | HEK293 GalR3-CNG cAMP membrane potential fluorescence; galR3 body fused to GalR1 C-terminus | inhibition, % at 3 µM | 0.44% of 360,000 active | O60755;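 active = inhibition above the screen-wide average plus 3 SD, cut at about 13% in these data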;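 also: forskolin and galanin both at EC90 stimulate the cells; cAMP rise reported by CNG channel membrane potential dye signal; 0% = forskolin plus galanin with DMSO and 100% = forskolin alone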
NALP1 inh – NALP1 inhibition | AID 2071 | S. cerevisiae NALP1/ASC/caspase-1 growth, X-gal OD620, 72 h | inhibition, % at 10 µM | 0.61% of 280,000 active; in the data active = inhibition mostly above about 24%, no sharp cut-off; inactive = mostly below about 32%; also: some compounds called inactive have numbers as strong as hits
Starred values were filed as active, the others as inactive; · = not tested or not shown; [ ] = remark or other dose.

SMILES	M18AAP inhibitor	V1R ag counter	OXTR ag	MEKK2mut PB1 HTS	GPR7 antag	OXTR potentiator	MEKK2 WT-MEK5	GalR3 antagonist	NALP1 inh
CCCSc1nsc(NC(=O)c2cccnc2OCC)n1	-16	-1.3	-2.1	-7	-9	-4	95	-4	-7
COc1cccc(CNC(=O)c2ccc(CS(=O)(=O)Cc3ccc(C)cc3)o2)c1	-3	5.4	4.5	2	-8	-2	103	-4	9
CC1(c2nnc(-c3ccc(F)cc3)o2)CC(c2ccccc2)=NO1 (configuration not stated)	·	-0.3	-0.3	4	·	0	102	-4	7
COc1ccc(CCC(=O)Nc2nc(-c3ccncc3)cs2)cc1	3	3.9	-0.8	-8	-6	-7	89	·	-1
COC(=O)c1ccc(NC(=O)CCS(=O)(=O)c2ccc(C)cc2)cc1	-4	0.4	-0.4	1	-5	-12	103	-6	16
CCN1CCN(C(=O)C2=C(C(=O)O)CCCC2)CC1	-4	0.5	0.8	5	2	-3	108	-4	17
COc1ccccc1NCC(=O)N/N=C/c1sccc1C	-4	2.0	1.5	-1	4	-4	100	2	-1
Cn1cc(/C=C2\SC(=O)N(c3ccccc3)C2=O)c2ccccc21	7	-0.2	-1.2	8	-10	-3	120	-10	19
c1cncc(CNc2cccc(-c3nc4ccccc4[nH]3)c2)c1	-7	1.9	1.1	-1	-5	-11	96	-3	31
O=Cc1ccc(Oc2cnccn2)cc1	1	1.1	0.3	-7	-4	-9	91	0	5
COc1cccc(/C=N/NC(=O)C(=O)Nc2ccccc2OC(F)(F)C(F)F)c1O	-2	0.3	-0.3	1	0	-8	102	-4	10
COc1cc(NC(=O)c2ccco2)c(OC)cc1NC(=O)CCC(=O)Nc1cc(C)ccc1C	0	-0.7	-1.7	6	-3	-4	102	-3	7
O=C(O)C1CCN(C(=O)CSc2nc3ccccc3s2)CC1	-5	1.1	-0.9	-10	-13	-8	89	1	-1
COc1ccc(N(Cc2cc(=O)[nH]c3ccccc23)C(C)=O)cc1	3	-0.3	0.1	-3	7	-2	99	-11	5
COc1ccc(/C=C2\Oc3cc(OCC(=O)N4CCC(C(=O)O)CC4)ccc3C2=O)c(OC)c1	-2	-0.2	1.0	3	10	0	102	·	5
CCN(CC)S(=O)(=O)c1cccc(-c2nnc(SCCOc3ccccc3)o2)c1	-5	5.3	4.7	-1	-6	-18	103	-7	0
COCCCNCCOc1ccc(C)cc1[N+](=O)[O-]	7	0.7	0.7	-1	-10	6	99	-2	20
O=C(COc1ccccc1[N+](=O)[O-])NCC1COc2ccccc2O1 (configuration not stated)	·	2.0	1.9	·	·	-7	·	-2	·
Cc1ccc(-c2nn(CC(N)=O)c(=O)c3ccccc23)cc1S(=O)(=O)N(C)C	-5	0.7	0.2	1	-7	5	102	-3	10
O=C(C[C@@H]1C/C=C\CC[C@H](Cc2ccc(F)cc2)C(=O)OC[C@@H]2CCCN2C1=O)N[C@H](CO)Cc1ccccc1	·	3.5	-0.3	·	·	-3	·	-9	·
N#CC1=C2C=CC=CN2CC1=O	0	-0.1	0.5	1	12	3	101	-1	16
COc1ccccc1C(=O)NCCn1ccc2ccccc21	5	-1.5	-1.9	2	-1	-20	97	-3	3
CC(=O)Nc1cccc(NC(=O)CSc2nnc(Cc3cccn3C)n2-c2ccc(C)cc2)c1	-4	0.1	-0.6	5	-7	-7	103	-3	-10
Cc1cc(=O)oc(C)c1C(=O)N1CCCc2ccccc21	6	0.1	0.7	7	-16	-2	113	-4	-12
COC(=O)[C@@]1(Cc2ccc(OC)cc2)[C@H]2c3cc(C(=O)N(C)C)n(Cc4c(CO)[nH]cc(C)c4=O)c3C[C@H]2CN1C(=O)c1ccccc1	·	4.1	6.9	1	·	-5	99	-5	·
COC(=O)Cc1c(C)c2ccc(OCc3nn[nH]n3)cc2oc1=O	2	-0.2	-0.1	1	-7	-6	102	-5	3
O=C(CSc1nc2ccccc2o1)N1CCN(S(=O)(=O)c2ccc3ccccc3c2)CC1	5	1.0	-1.2	-4	-5	-7	91	4	29
CCc1cc2c(=O)n(CC(=O)NC3CCCCC3)cnc2s1	-1	0.2	-1.0	-1	-7	-4	88	0	7
C=CCC(C#N)(c1ccc(OC)c(OC)c1)c1cnccn1 (configuration not stated)	·	1.5	0.2	·	·	1	·	-8	·
COc1cccc(/C=C2\SC(=S)NC2=O)c1OS(=O)(=O)c1ccc(NC(C)=O)cc1	6	0.5	0.0	-2	0	-5	94	-11	11
COc1ccc(NC(C)=O)cc1S(=O)(=O)NCCc1ccccn1	·	-0.6	0.7	·	·	-4	·	3	·
Cc1ccc(NC(=O)Cn2c(CCC(=O)O)ccc2-c2cccs2)cc1Cl	4	-0.7	-0.8	-1	-12	-2	99	-7	8
O=C(NCc1cccnc1)C1CC(c2ccccc2Cl)=NO1 (configuration not stated)	0	1.9	-0.2	1	-4	-14	103	-11	2
Cc1ccc(S(=O)(=O)Nc2cccc(C(=O)N3CCCC3)c2)cc1F	·	1.7	0.6	·	·	-4	·	-5	·
O=C(COC(=O)c1ccco1)Nc1cccc(S(=O)(=O)N2CCCCC2)c1	·	7.9	8.1	·	·	-13	·	-6	·
Cc1ccnc2nc(C(=O)OCCOc3cccc(Br)c3)nn12	6	-0.5	-0.7	-1	-1	-9	100	-6	2
O=C(/C=C/c1ccc(S(=O)(=O)N2CCOCC2)cc1)NCc1ccccc1F	·	3.8	1.8	·	·	2	·	0	·
COCCNC(=O)c1ccc(-n2c(SCc3cc(F)ccc3F)nc3ccccc3c2=O)cc1	-8	2.9	0.2	0	-2	0	99	-7	31
CCc1nn(CC(=O)N2CCN(CC)CC2)c(=O)c2cc3sccc3n12	10	-0.7	-0.5	-1	21*	-5	101	3	29
CCCCn1c(N)c(N(CC(C)C)C(=O)CCCc2nc3ccccc3c(=O)[nH]2)c(=O)[nH]c1=O	·	0.1	0.8	·	·	6	·	0	·
CCOC(=O)CSc1nc(N)c(C#N)c(-c2ccc(OCC)cc2)c1C#N	0	4.6	1.1	·	22*	-14	·	-8	17
O=C(OC1CCOC1=O)c1cc(-c2ccccc2)nc2ccccc12 (configuration not stated)	1	0.3	1.5	1	-7	-4	99	-6	4
O=C(COc1ccc(S(=O)(=O)NC2CCCCC2)cc1)NCc1ccccn1	-10	0.9	-0.6	-4	3	2	96	0	31
Cc1ccc(CNC(=O)CSc2n[nH]c(N)n2)cc1	-2	0.3	-0.1	10	-7	8	113	0	6
O=C(COc1ccc2c(c1)CCC2)N1CCN(c2ccccc2F)CC1	0	0.0	-1.4	0	-5	-4	109	-11	·
CCN(C(=O)Cc1c(C(=O)O)[nH]c2ccccc12)c1ccc(OC)cc1	-2	1.3	0.9	-2	-7	4	99	·	23
O=C(CSc1cccc2cccnc12)N/N=C/c1ccc(O)cc1	9	4.5	1.9	3	-1	-3	98	-5	·
CCCC(=O)Nc1nc2nc(-c3ccccc3)cc(-c3ccccc3)n2n1	-4	-1.0	-1.0	-17	0	-4	0.0*[inhibitor]	-4	4
COc1ccc(C(=O)NCC(=O)OCc2ccc([N+](=O)[O-])cc2)cc1	-4	-1.0	-2.1	1	-3	-9	101	-3	-1
Cc1ccc(C(=O)CN(CCC(=O)O)S(=O)(=O)c2ccc([N+](=O)[O-])cc2)cc1	·	0.6	0.1	·	·	-5	·	5	·

(continued)
SMILES	M18AAP inhibitor	V1R ag counter	OXTR ag	MEKK2mut PB1 HTS	GPR7 antag	OXTR potentiator	MEKK2 WT-MEK5	GalR3 antagonist	NALP1 inh
Cc1ccc(CN(c2ccc(C(=O)N3CCc4ccccc4C3)cc2)S(C)(=O)=O)cc1	2	8.9	11	6	33*	-14	101	-7	3
S=C(c1ccc2c(c1)OCO2)N1CCOCC1	3	-0.2	-0.5	-1	-18	2	96	-3	·
COc1ccccc1C(=O)NCC(=O)OCC(=O)NNC(=O)c1ccc(Br)cc1	·	0.0	0.3	·	·	-4	·	4	·
COc1ccc(NC2CCCN(Cc3cccc4cnccc34)C2)cc1OC (configuration not stated)	14	0.4	-0.3	6	-7	-14	106	-1	-52
O=C(O)COCc1nc2ccccc2s1	30*	5.5	-0.5	-23	-10	5	82	-3	·
CN(CC(=O)Nc1ccc(C(N)=O)cc1)CC(=O)Nc1ccccc1Br	-5	0.2	0.7	-8	-8	2	95	-5	17
COc1ccc(CCNS(=O)(=O)CC23CCC(CC2=O)C3(C)C)cc1OC (configuration not stated)	1	0.5	-1.4	29*	4	-10	118	-8	-10
Oc1ccccc1Oc1c(F)c(F)nc(N2CCCC2)c1F	3	-0.5	-2.1	-2	-12	-5	93	-3	31

In the list so far, 8 contain fluorine:
SMILES	M18AAP inhibitor	V1R ag counter	OXTR ag	MEKK2mut PB1 HTS	GPR7 antag	OXTR potentiator	MEKK2 WT-MEK5	GalR3 antagonist	NALP1 inh
CC1(c2nnc(-c3ccc(F)cc3)o2)CC(c2ccccc2)=NO1 (configuration not stated)	·	-0.3	-0.3	4	·	0	102	-4	7
COc1cccc(/C=N/NC(=O)C(=O)Nc2ccccc2OC(F)(F)C(F)F)c1O	-2	0.3	-0.3	1	0	-8	102	-4	10
O=C(C[C@@H]1C/C=C\CC[C@H](Cc2ccc(F)cc2)C(=O)OC[C@@H]2CCCN2C1=O)N[C@H](CO)Cc1ccccc1	·	3.5	-0.3	·	·	-3	·	-9	·
Cc1ccc(S(=O)(=O)Nc2cccc(C(=O)N3CCCC3)c2)cc1F	·	1.7	0.6	·	·	-4	·	-5	·
O=C(/C=C/c1ccc(S(=O)(=O)N2CCOCC2)cc1)NCc1ccccc1F	·	3.8	1.8	·	·	2	·	0	·
COCCNC(=O)c1ccc(-n2c(SCc3cc(F)ccc3F)nc3ccccc3c2=O)cc1	-8	2.9	0.2	0	-2	0	99	-7	31
O=C(COc1ccc2c(c1)CCC2)N1CCN(c2ccccc2F)CC1	0	0.0	-1.4	0	-5	-4	109	-11	·
Oc1ccccc1Oc1c(F)c(F)nc(N2CCCC2)c1F	3	-0.5	-2.1	-2	-12	-5	93	-3	31

This is a random part of the collection. Share with any hit: about 4.1%.
